Screens as filed in PubChem.
PLC-beta3 inh – human PLC-beta3 inhibitors, primary screen, biochemical, fluorescence | 1-phosphatidylinositol 4,5-bisphosphate phosphodiesterase beta-3 (Homo sapiens), Q01970 | Purified PLC-beta3, fluorogenic substrate | inhibition, % at 12.2 µM | 0.18% of 370,000 active | AID 720704, 2013; in the data active means inhibition above about 11%;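 further: 0% = median of compound wells on plate and 100% = full blocker control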
Target sequence (Q01970 whole entry, looked up): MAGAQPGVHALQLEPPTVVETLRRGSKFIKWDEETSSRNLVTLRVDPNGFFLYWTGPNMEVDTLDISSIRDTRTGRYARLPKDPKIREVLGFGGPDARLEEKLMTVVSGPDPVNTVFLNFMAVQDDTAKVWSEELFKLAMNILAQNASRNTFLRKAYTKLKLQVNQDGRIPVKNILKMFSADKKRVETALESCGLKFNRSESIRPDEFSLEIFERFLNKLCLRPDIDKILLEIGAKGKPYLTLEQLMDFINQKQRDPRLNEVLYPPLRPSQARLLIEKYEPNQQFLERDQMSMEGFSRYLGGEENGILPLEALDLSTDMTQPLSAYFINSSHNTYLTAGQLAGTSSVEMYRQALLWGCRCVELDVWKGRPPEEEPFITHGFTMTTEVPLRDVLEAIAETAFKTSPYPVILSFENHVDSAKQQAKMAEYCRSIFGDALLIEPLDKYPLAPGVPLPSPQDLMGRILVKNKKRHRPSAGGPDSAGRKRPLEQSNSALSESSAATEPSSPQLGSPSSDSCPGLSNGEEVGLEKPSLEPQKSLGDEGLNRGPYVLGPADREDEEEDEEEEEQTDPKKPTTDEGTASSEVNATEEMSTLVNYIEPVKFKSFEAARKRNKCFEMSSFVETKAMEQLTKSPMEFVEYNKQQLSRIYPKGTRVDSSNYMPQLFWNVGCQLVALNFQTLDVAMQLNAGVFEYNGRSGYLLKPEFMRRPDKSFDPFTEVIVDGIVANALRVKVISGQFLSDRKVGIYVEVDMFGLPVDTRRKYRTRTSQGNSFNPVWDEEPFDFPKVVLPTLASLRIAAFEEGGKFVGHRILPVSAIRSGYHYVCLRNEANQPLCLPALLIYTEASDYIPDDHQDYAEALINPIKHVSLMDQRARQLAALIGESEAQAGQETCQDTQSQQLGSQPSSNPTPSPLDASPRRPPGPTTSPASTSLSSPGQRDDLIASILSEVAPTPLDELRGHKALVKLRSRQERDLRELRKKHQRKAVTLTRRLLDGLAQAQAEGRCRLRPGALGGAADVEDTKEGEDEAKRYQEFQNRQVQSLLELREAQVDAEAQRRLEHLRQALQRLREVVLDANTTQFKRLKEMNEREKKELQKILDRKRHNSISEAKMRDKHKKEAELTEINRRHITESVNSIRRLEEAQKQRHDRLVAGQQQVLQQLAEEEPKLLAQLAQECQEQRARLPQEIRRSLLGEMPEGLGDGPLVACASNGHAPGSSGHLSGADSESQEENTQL
ADAM17 inh – ADAM17 inhibitors, primary screen, biochemical, QFRET; Disintegrin and metalloproteinase domain-containing protein 17 (Homo sapiens), P78536; recombinant ADAM17, EDANS/DABCYL FRET peptide cleavage; inhibition, % at 6.95 µM; 0.83% of 370,000 active; AID 720648, 2013;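 active means inhibition above the mean of compounds lying between control limits plus 3 SD, set per campaign, cut at about 8.5% in these data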;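 further: 0% = DMSO-only wells as the low control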
sPLA2-III inh – human group III sPLA2 inhibitors, primary screen, biochemical, QFRET, BODIPY PC-A2 liposome substrate | AID 743126, 2013 | Group 3 secretory phospholipase A2 (Homo sapiens), Q9NZ20 | inhibition, % at 12.2 µM | QFRET BODIPY PC-A2 liposome hydrolysis, fluorescence | 0.56% of 370,000 active;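 active means inhibition above mean plus 3 SD of compounds lying within the high and low control bounds, cut at about 19% in these data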;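 further: 0% = median of test compound wells and 100% = no enzyme DMSO wells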
PLC-gamma1 inh – PLC-gamma1 enzyme inhibitors, primary screen, biochemical, fluorescence, purified enzyme. 1-phosphatidylinositol 4,5-bisphosphate phosphodiesterase gamma-1 (Homo sapiens), P19174. fluorogenic substrate. inhibition, % at 12.2 µM. 0.84% of 370,000 active. AID 720700, 2013; in the data active means inhibition above about 9.5%
DAX1 inh-1 – DAX1 (NR0B1) inhibitors, primary screen, cell-based, HEK293, Gal4-DAX1, luciferase luminescence; HEK293 Gal4-DAX1 luciferase reporter; inhibition, % at 6.75 µM; 0.99% of 340,000 active; AID 504766, 2011;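 active means inhibition above the mean over all tested compounds plus 3 SD, cut at about 4.2% in these data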;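 further: 0% = DAX1-transfected cells with DMSO and 100% = empty-vector control cells with DMSO; inhibition shows as a rise in luminescence from relieved DAX1 repression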
hcDAF12 agonist – H. contortus DAF-12 nuclear receptor activators, primary screen, cell-based, luminescence, HEK293, lit1-tk-luc reporter; HEK293 hcDAF-12 lit1-tk-luc reporter; 0% DMSO, 100% Δ7-dafachronic acid; activation, % at 6.8 µM; 1.4% of 370,000 active;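 active means activation above the mean of all tested compounds plus 3 SD, cut at about 5.5% in these data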;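 further: 100% = response to 3 µM Δ7-dafachronic acid high control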
DAX1 inh-2 – DAX1 (NR0B1) inhibitors on StAR promoter, primary screen, cell-based, luminescence, SF-1 (NR5A1), full-length DAX-1. HEK293T StAR-luciferase reporter, SF-1/DAX-1 repression relief. inhibition, % at 6.8 µM. 1.1% of 370,000 active. AID 652010, 2013;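 active means inhibition above the mean over all tested compounds plus 3 SD, cut at about 3.6% in these data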;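 further: 0% = DAX-1 cells with DMSO and 100% = cells lacking DAX-1 with DMSO; higher inhibition means more luminescence from relief of DAX-1 repression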
ssDAF12 agonist – S. stercoralis DAF-12 nuclear receptor activators, primary screen, cell-based, luminescence, HEK293, GRIP1 co-expression, lit1-tk-luc; HEK293 ssDAF-12/GRIP1 lit1-tk-luc reporter; % of 3 µM dafachronic acid response; activation, % at 6.8 µM; 1% of 370,000 active; AID 652126, 2013;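 active means activation above the mean over all tested compounds plus 3 SD, cut at about 0.9% in these data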;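 further: 0% = DMSO-only wells and 100% = 3 µM delta7-dafachronic acid wells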
hgDAF12 agonist – H. glycines DAF-12 receptor agonists, primary screen, cell-based, luminescence, HEK293, GAL4 fusion, UAS-luciferase; Nuclear hormone receptor DAF-12 (Heterodera glycines), GAL4 fusion; activation, % at 6.8 µM; HEK293 GAL4-hgDAF12 UAS-luciferase reporter, agonist luminescence; normalized to butyrate control; 1.8% of 370,000 active; AID 687014, 2013;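 active means activation above a cutoff set at the mean of all screened compounds plus 3 SD, cut at about 10% in these data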;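 further: 0% = DMSO wells and 100% = sodium butyrate wells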
FXN GAA850 act – FXN promoter activators, primary screen, cell-based, luciferase luminescence, HEK293 lucGAA850; HEK293 lucGAA850 FXN promoter luciferase reporter, 24 h; percent of 10 µM SAHA response; activation, % at 6 µM; 0.56% of 360,000 active; AID 540364, 2011;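 active means activation above the average of all compounds screened plus 3 SD, cutoff fixed separately per campaign, cut at about 7.5% in these data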;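 further: 0% = DMSO wells and 100% = 10 µM SAHA wells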
ADAM10 inh – human ADAM10 inhibitors, primary screen, biochemical, QFRET, HTS. Disintegrin and metalloproteinase domain-containing protein 10 (Homo sapiens), O14672. recombinant ADAM10, EDANS/DABCYL FRET peptide cleavage, 3 h. inhibition, % at 7 µM. 0.62% of 370,000 active. AID 720582, 2013;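 active means inhibition above a per-campaign cutoff equal to the mean of compounds falling between control-based bounds plus 3 SD, cut at about 20% in these data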;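 further: 0% = DMSO wells while the 100% control is not disclosed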
* = called active by the depositor; i = inactive; · = not tested or not shown.

SMILES	PLC-beta3 inh	ADAM17 inh	sPLA2-III inh	PLC-gamma1 inh	DAX1 inh-1	hcDAF12 agonist	DAX1 inh-2	ssDAF12 agonist	hgDAF12 agonist	FXN GAA850 act	ADAM10 inh
CC(C)COc1ccc(C(=O)Nc2ccccc2[N+](=O)[O-])cc1	4	2	0	3	-1.3	4.3	0.6	-1.0	6.7	4.9	5
CCC(=O)N1CCc2cc(Br)cc(S(=O)(=O)CCC(=O)NCCOC)c21	3	-2	1	-1	0.7	-2.2	-0.2	-0.9	0.2	-1.3	2
CC1=C(C(=O)OCc2ccccc2)C(c2cccs2)NC(=O)N1CCCC(=O)O (stereo unspecified)	4	-3	6	-4	0.0	0.8	-0.5	-1.6	0.5	0.0	8
C=C(C)CC(c1ccccc1)N(C(C)=O)c1ccco1 (stereo unspecified)	0	0	3	-2	0.2	-1.3	-0.1	-1.0	0.1	0.5	-1
COc1cccc(C(=O)N(CN2CCCC2=O)c2ccccc2OC)c1	-3	-6	5	2	-1.0	-1.0	-0.2	-1.6	2.2	-0.6	-25
COc1ccc(C2CC(c3cccs3)=NN2C(=O)CSC2=NCCS2)cc1 (stereo unspecified)	-79	-8	-12	-37	-0.6	-3.1	-2.2	-1.1	0.2	0.8	-32
CC(C)C(=O)Nc1ccc(S(=O)(=O)N2CCC(c3nc4ccccc4[nH]3)CC2)cc1	1	2	-17	0	-1.4	-0.3	1.5	-1.7	-3.0	0.8	4
CCCC(CCC)C(=O)Nc1ccncc1	2	-4	6	-1	-0.6	-1.5	-1.0	-1.4	-0.8	0.8	-10
Cc1ccc(C)c(S(=O)(=O)N2CC(=O)N(CCc3ccccc3)C(=O)C2)c1	2	-3	6	2	0.5	1.2	0.7	-1.3	2.1	2.4	-10
CC(=O)NCCSC(=O)c1ccc(F)cc1	5	2	7	3	-0.1	0.0	0.8	-0.9	1.4	0.8	11
COc1ccc(CNC(=O)C(C#N)c2nc3ccccc3nc2N2CCN(C)CC2)cc1 (stereo unspecified)	-20	-7	-19	-18	0.3	-1.7	-0.2	-0.9	0.4	6.9	-15
Fc1ccc(Nc2ncnc3sccc23)cc1	-4	-1	3	0	-1.8	-1.3	-0.3	-0.6	2.7	1.6	9
Cc1cc(NC(=O)CSCc2ccc([N+](=O)[O-])cc2)no1	-1	-1	-2	2	-0.4	0.8	-0.6	-1.6	2.0	1.4	1
CCC(C)[C@H]1CNC(=S)N1CCC12CC3CC(CC(C3)C1)C2 (stereo partly specified)	4	-1	-11	8	0.7	-1.1	-0.5	-0.7	-0.3	1.2	-2
CN(C)c1ccc(C(CC(=O)O)C(=O)O)cc1 (stereo unspecified)	-19	-4	3	-21	0.5	-1.8	-0.7	-0.5	-1.7	2.0	-3
Cc1cc(C)cc(Oc2ccc(C(F)(F)F)cc2C#N)c1	1	-6	1	2	0.4	0.0	0.2	-0.9	2.0	-2.9	-2
CCc1cccc(C)c1NC(=O)C(c1ccccc1)N1CCC1=O (stereo unspecified)	4	-2	-1	-1	-1.1	-1.7	0.4	-0.7	2.3	-2.0	-6
Cc1nc(N2CCCCC2C)c2c(C)c(C(=O)Nc3ccccc3C(F)(F)F)sc2n1 (stereo unspecified)	-23	-9	-5	-17	2.6	-3.4	-0.3	-0.7	-3.3	-1.1	-52
CCC(=O)Nc1nc2ccccc2n1CCN1CCOCC1	7	-1	9	6	0.4	1.4	0.1	-0.9	-0.3	-1.3	8
FC(F)(F)c1ccc(CN2C[C@@H]3C(c4ccc(Cl)nc4)C4(c5cccnc5)CC3(C4)[C@H]2c2ccccc2)cc1 (stereo partly specified)	0	4	1	0	·	-2.2	0.0	-1.4	0.1	·	6
CC(=O)c1ncnn1CC(=O)c1ccc(Cl)cc1Cl	0	-3	-6	-1	-1.6	1.6	-0.6	-0.8	1.3	-1.8	-5
CN(C)CCN(Cc1cc2cc3c(cc2nc1Cl)OCO3)C(=O)c1ccco1	-6	-1	-4	1	0.7	-1.4	-0.1	-1.0	-1.0	0.5	-16
CN(C)CCN(C(=O)c1ccco1)c1nc2cc3c(cc2s1)OCCO3	-4	0	2	0	0.7	3.0	2.2	-0.9	7.1	1.8	-2
O=C1NC2(Nc3ccccc31)C(=O)Nc1ccccc12 (stereo unspecified)	i	-95	-8	i	1.0	0.9	0.8	-0.3	4.1	2.6	-271
COCCC(=O)N1CCC(Oc2ccc(C(=O)N3CCC[C@H]3CO)cc2)CC1	-8	1	11	0	0.7	-1.8	1.7	-0.6	-1.8	-1.9	-6

Arranged by value in DAX1 inh-1 (high to low): 3 from the list above.
compound,DAX1 inh-1
Cc1nc(N2CCCCC2C)c2c(C)c(C(=O)Nc3ccccc3C(F)(F)F)sc2n1 (stereo unspecified),2.6
COc1cccc(C(=O)N(CN2CCCC2=O)c2ccccc2OC)c1,-1.0
CC(C)COc1ccc(C(=O)Nc2ccccc2[N+](=O)[O-])cc1,-1.3

(cont.)
SMILES	PLC-beta3 inh	ADAM17 inh	sPLA2-III inh	PLC-gamma1 inh	DAX1 inh-1	hcDAF12 agonist	DAX1 inh-2	ssDAF12 agonist	hgDAF12 agonist	FXN GAA850 act	ADAM10 inh
O=C(c1ccco1)N1CCN(Cc2csc(-c3ccccc3Cl)n2)CC1	-5	-1	-5	2	1.0	1.9	0.1	-0.9	1.1	2.1	1
O=C(COc1ccccc1)N1CCNC1=O	1	-1	-2	0	-0.2	-1.3	0.3	-1.3	0.6	-2.5	2
O=C(Nc1ccccc1)C1Cc2c(-c3cccc(F)c3)ccnc2O1 (stereo unspecified)	-1	0	-7	2	·	-4.0	-0.8	-1.3	-2.1	0.6	2
O=c1[nH]c(=O)n(C2CCCO2)cc1F (stereo unspecified)	2	-3	-5	-1	0.7	-1.0	0.0	-1.8	-1.6	-1.5	2
COCCNC(=O)C(c1ccc(OC)cc1)N(Cc1ccco1)C(=O)CCC(=O)Nc1ccccn1 (stereo unspecified)	-2	-2	-3	-1	0.5	0.1	-0.2	-1.5	-0.1	0.0	-2
Cc1cc(NC(=O)Nc2cccc(C(F)(F)F)c2)n(C)n1	1	-1	4	1	0.0	-0.6	0.3	-1.6	0.5	-0.6	5
C=CC(=O)N1C/C(=C/c2ccccc2)C(=O)/C(=C\c2ccccc2)C1	1	-3	-1	2	-5.9	-6.1	-6.9	-2.9	-12	-14	-8
COC(=O)[C@@]12C[C@@H](CC(=O)NCC34CC5CC(CC(C5)C3)C4)C(=O)N(Cc3ccco3)C1=CCC(C)(C)C2	7	6	-16	4	·	-3.0	-1.4	-1.1	7.5	·	6
COc1ccc(NC(=O)N2CCCC2C(=O)Nc2ccc(C)c(Cl)c2)cc1 (stereo unspecified)	4	-5	11	4	1.4	-1.9	-0.7	-1.4	2.2	1.4	-7
COc1ccc(C(=O)NN=C2CCCC2)cc1OC	-9	0	9	0	1.0	-1.3	-0.3	-0.6	-0.8	-1.6	-6
C=CCn1c(SCC(=O)Nc2ccc(F)cc2F)nnc1-c1cnccn1	-7	-2	6	2	0.0	2.3	0.3	-1.2	5.1	1.6	-2
CCOC(=O)CN1CCC(c2ccccc2)CC1	1	-6	8	-1	0.2	-1.4	0.1	-1.2	3.5	3.4	-6
Fc1ccc(CNc2ccccn2)cc1	-4	-6	3	4	1.3	1.5	0.2	-0.1	2.4	2.1	2
O=C1OCCN1C(=O)[C@H]1[C@H](c2ccccc2)C(c2ccc(F)cc2)=NN1c1ccccc1	-405	-49	-13	-355	0.0	0.8	-1.0	-1.1	-0.7	0.0	-184
CC1CCCCC1NC(=O)CSc1nnc(-c2ccco2)n1N (stereo unspecified)	4	1	3	-1	1.5	0.1	1.7	-0.7	-3.2	-1.0	-13
Cc1cc(C)nc(N2CCC(C(=O)Nc3ccc4c(c3)CCC4)CC2)n1	1	-3	3	-1	0.1	-1.3	-0.8	-0.8	0.7	-2.6	2
COc1cccc(CN2CCC(N(CCc3ccccc3)Cc3ccccc3)CC2)c1OC	3	-4	2	3	0.8	-0.3	-1.3	-1.2	-3.0	-2.9	-4
O=C(CCN1C(=O)c2ccccc2C1=O)Nc1cccc(S(=O)(=O)NC2=NCCC2)c1	-7	-6	5	-3	-0.4	-1.9	0.7	-1.7	-3.0	1.4	-8
CCc1ccc(C(C(=O)NCc2ccc(OC)cc2)N(CCOC)C(=O)Cc2cccs2)cc1 (stereo unspecified)	-4	0	-11	-3	-1.2	-1.4	-0.5	-1.5	-4.7	-1.3	1
Cc1ccccc1-c1cccc([C@@H]2C[C@H]3[C@H](CON3C)CN2Cc2ccccc2)c1	-4	-5	3	-2	-1.0	0.1	0.3	-0.8	4.5	-1.2	-29
COc1ccccc1C(=O)NC(=O)COC(=O)Cc1ccccc1[N+](=O)[O-]	-4	0	3	2	-0.4	0.4	-0.5	-0.6	0.0	1.1	-2
Cn1cc(Cl)c(C(=O)OCC(=O)Nc2nc(-c3ccc(Br)cc3)cs2)n1	0	4	2	4	0.2	0.1	0.8	-0.6	2.9	4.6	0
CC(=O)c1sc(NC(=O)c2ccc(COc3ccccc3Cl)o2)nc1C	-8	-1	-1	-2	1.8	-0.4	-0.3	-1.2	3.0	-0.1	4
Cc1cc(C)c(C)c(S(=O)(=O)N2CCN(C(=O)CNC(=O)c3ccco3)CC2)c1C	-5	-1	17	3	-0.1	-2.2	-0.4	-1.4	-0.1	0.4	-10
COc1ccc(OCC(=O)O/N=C(\N)Cc2ccc(Cl)cc2Cl)cc1	-2	3	-9	2	-1.1	-1.1	0.2	-0.4	-0.7	1.4	12
CC(C)(C)C(=O)N1CCn2c1nc1ccccc12	-5	-4	7	0	2.4	1.0	0.4	-1.2	2.4	4.0	-1
CCOc1ccc(CC(=O)NNC(=O)/C=C/C(=O)O)cc1	-12	-2	-2	1	0.2	-0.9	0.3	-1.1	-4.2	3.1	18
c1ccc2c(c1)OCC(c1csc3ncnc(N4CCCC4)c13)O2 (stereo unspecified)	1	-1	-4	-1	-0.6	-2.6	-1.7	-1.4	-2.4	0.4	4
